High-throughput results (PubChem)
Cneo AK release: causes C. neoformans cell lysis; lysis activity, % at 15 µM; adenylate kinase release luminescence, 4 h; normalised: neutral wells 0, clomiphene wells 100; AID 651654; 360,000 compounds, 0.2% hits;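 active = mean lysis activity across replicates of at least 80%, whatever share of replicates individually reach that level; inactive = mean lysis activity below 80%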
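Signal: Adenylate kinase release luminescence | Assay system: Log-phase Cryptococcus neoformans yeast cells | Input: Cells at 5 × 10^6 per mL | Buffer or medium: Fresh YPD growth medium | Compound: Single dose | Schedule: Static 4 h at 37 °C with compound, 1 h detection | Controls: Clomiphene | Read-out: Luminescence rise reflecting yeast cell lysis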
PGC1a acetyl inh: lowers PGC1a acetylation signal in U2OS cells; AlphaScreen anti-acetyl-lysine; with virally co-expressed GCN5 acetyltransferase; inhibition, % at 15.6 µM; 350,000 compounds, 0.17% hits; AID 651687;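 active = every replicate shows inhibition of at least 40%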;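 note: 0% = neutral control wells and 100% = positive control wells; some results beyond the cut were filed as inactive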
* = called active by the depositor.

SMILES	Cneo AK release	PGC1a acetyl inh
COc1ccccc1N1C(=O)CC(Sc2nccc(C)n2)C1=O (centres undefined)	3	-3
Brc1ccc(C2=Nn3c(nnc3-c3cccnc3)SC2)s1	-1	4
C/C(=C\C(=O)c1ccc(F)cc1)Nc1ccc(N2CCOCC2)cc1	0	3
Cc1cc(=O)[nH]c2n[nH]c(-c3ccccc3)c12	5	-10
COC(=O)c1[nH]c2cccc(C)c2c1NC(=O)CN1CCN(C(=O)c2ccco2)CC1	2	-4
COc1ccccc1NC(=O)C1=C(C)Nc2ncnn2C1c1cccs1 (centres undefined)	4	0
CCOC(=O)C1=C(N)N(c2ccccc2Oc2ccccc2)C(=O)C1	0	-1
COc1cccc(CNC(=O)Cn2cccc2)c1	-1	5
CC1CCN(C(=O)C2CCN(S(=O)(=O)c3cnc[nH]3)CC2)CC1	2	-5
OC(CN1CCOCC1)CN1CCOCC1	2	1
CCOC(=O)N1CCN(C(=O)c2ccc3nc(N4CCCCC4)sc3c2)CC1	9	-1
Cc1cnc(C(=O)Nc2ccccc2C(=O)N2CCOCC2)cn1	-2	-4
O=C(CSc1nnc(COc2cccc3ccccc23)o1)N1c2ccccc2CCc2ccccc21	1	-2
O=C(NCCCN1CCOCC1)c1cn(-c2ccccc2)nc1-c1cccs1	-3	2
O=C(CSc1cccc2cccnc12)NCc1ccco1	4	-4
Nc1ncc2c(n1)CC(c1ccco1)CC2=O (centres undefined)	0	3
COCCn1c(=O)[nH]c2cc(C(=O)NCc3cccnc3)ccc2c1=O	0	1
CCn1ncc(Br)c1C(=O)Nc1cc(C)ccc1F	-3	8
O=C(O)COc1ccccc1Cc1ccccc1	-23	1
COC(=O)CSc1nnc(C)n1-c1ccc(C)cc1	-2	9

Pulled by structure from above (seven):
SMILES	Cneo AK release	PGC1a acetyl inh
COC(=O)CSc1nnc(C)n1-c1ccc(C)cc1	-2	9
O=C(O)COc1ccccc1Cc1ccccc1	-23	1
COCCn1c(=O)[nH]c2cc(C(=O)NCc3cccnc3)ccc2c1=O	0	1
O=C(CSc1cccc2cccnc12)NCc1ccco1	4	-4
CCOC(=O)N1CCN(C(=O)c2ccc3nc(N4CCCCC4)sc3c2)CC1	9	-1
O=C(CSc1nnc(COc2cccc3ccccc23)o1)N1c2ccccc2CCc2ccccc21	1	-2
Cc1cnc(C(=O)Nc2ccccc2C(=O)N2CCOCC2)cn1	-2	-4

Further entries follow.
SMILES	Cneo AK release	PGC1a acetyl inh
CC(=O)Nc1ccc(N2C(=O)CSC2c2ccc(F)cc2)cc1 (centres undefined)	-1	-13
COc1ccccc1NC(=O)N(Cc1ccccc1)c1ccccn1	2	-1
COC(=O)C(CC(=O)c1ccc(Cl)cc1)c1ccc(C)cc1 (centres undefined)	-2	2
O=C(CCC1COc2ccccc2O1)Nc1ncccc1O (centres undefined)	-1	1
O=C1C2CCCCN2C(=O)N1CCCCN1CCN(c2ccc([N+](=O)[O-])cc2)CC1 (centres undefined)	2	4
COc1ccc(OC)c(NC(=O)CNC(=O)Cn2cnc3ccccc3c2=O)c1	-2	6
O=C(Cn1nnc(-c2ccccc2)n1)Nc1ccc2c(c1)OCO2	0	4
COc1ccc(CCNC(=O)CSc2nnc(CNC(=O)c3ccccc3F)o2)cc1OC	-2	7
CC(C)(C)NC(=O)C(c1ccncc1)N(C(=O)Cn1nnc(-c2cccs2)n1)C1CCCCC1 (centres undefined)	-1	-6
COc1ccc(S(=O)(=O)N(C)CC(=O)Nc2ccccc2C(F)(F)F)cc1OC	2	-3

Brought forward from above: 5 compounds, followed by the next part.
SMILES	Cneo AK release	PGC1a acetyl inh
COc1ccc(OC)c(NC(=O)CNC(=O)Cn2cnc3ccccc3c2=O)c1	-2	6
O=C(Cn1nnc(-c2ccccc2)n1)Nc1ccc2c(c1)OCO2	0	4
COc1ccc(CCNC(=O)CSc2nnc(CNC(=O)c3ccccc3F)o2)cc1OC	-2	7
CC(C)(C)NC(=O)C(c1ccncc1)N(C(=O)Cn1nnc(-c2cccs2)n1)C1CCCCC1 (centres undefined)	-1	-6
COc1ccc(S(=O)(=O)N(C)CC(=O)Nc2ccccc2C(F)(F)F)cc1OC	2	-3
Cc1ccc(-c2noc(CN(C(=O)CCCN3C(=O)c4ccccc4C3=O)C(C)C)n2)cc1	1	8
O=S1(=O)C=C(SCc2ccc(Cl)c(Cl)c2)Nc2ccccc21	1	-13
COc1ccc2c(Cl)c(C(=O)N/N=C/c3ccc4c(c3)OCO4)sc2c1	-3	3
CC1CCCN(C(C(=O)Nc2ccc3c(c2)OCCO3)c2ccccc2)C1 (centres undefined)	-1	0
CCCC1=Nc2cc(C(=O)NCCCOCC)ccc2Sc2ccccc21	3	-40
O=C1C(=O)N(Cc2cccnc2)C(c2ccccn2)/C1=C(/O)c1ccc(F)cc1 (centres undefined)	2	5
Cc1ccccc1CSc1n[nH]c(NS(=O)(=O)c2ccccc2)n1	2	-9
N#Cc1cccc(NC(=O)CSc2ccc3c4c(cccc24)C(=O)c2ccccc2-3)c1	0	23
O=C(NCc1cccs1)C1CCN(c2ccc(S(=O)(=O)N3CCOCC3)cc2Cl)CC1	3	-19
Cc1cccc(NC(=O)COc2nsnc2N2CCOCC2)c1	2	8
CCC(C)Cn1c(C)nc2ccccc21 (centres undefined)	3	-4
Cc1nc2sc(C(c3ccccc3)N3CCC(O)CC3)c(O)n2n1 (centres undefined)	-2	-9
O=C1N(CCCCN2C(=O)C3(OCCO3)c3ccccc32)c2ccccc2C12OCCO2	3	-4
Cc1cccc(-c2c3c(=O)n(C)c(=O)n(C)c3cn2CCO)c1	1	10
CSc1nc(-c2ccccc2)nn1C(=O)c1ccc(Cl)cc1	10	40
Cc1nn(C(=O)c2ccco2)c(C)c1Sc1ccc([N+](=O)[O-])cc1	3	-7
CCOC(=O)c1c(C=O)c(C)n(Cc2ccccc2)c1C	2	11
O=C(c1cc2c(s1)CCCC2)N1CCN(C(=O)C2CCCO2)CC1 (centres undefined)	-2	-4
Cc1cc(C(=O)OCC(=O)N2CC(=O)Nc3ccccc32)no1	1	2
Cc1onc(-c2ccccc2)c1C(=O)n1cc(Br)cn1	0	3
Cc1ccc(C2CC(=O)NC(SCC(=O)Nc3nccs3)=C2C#N)cc1 (centres undefined)	2	3
O=C(CCl)Nc1cccc(-c2cnc3ccccc3n2)c1	-4	31
Cc1cc(=O)oc(C)c1C(=O)Nc1c(C)n(C)n(-c2ccccc2)c1=O	3	2
CS(=O)(=O)c1ccc2nc(NC(NC(=O)c3ccco3)(C(F)(F)F)C(F)(F)F)sc2c1	0	16
O=C(CNc1ccc(Oc2ccccc2)cc1)N1CCOCC1	0	-2
CC(C)CCN(C)C1CCN(S(=O)(=O)c2cccc(C(F)(F)F)c2)CC1	-3	0
COc1ccc(S(=O)(=O)N(c2onc(C)c2Cl)S(=O)(=O)c2ccc(OC)cc2)cc1	0	0
CCOc1ccccc1N(CC(=O)NC1CCCCC1)C(=O)CCCC(=O)Nc1ccccn1	0	-17
COc1ccccc1N1CCN(CCC(=O)Nc2ccc3c(c2)OCO3)CC1	-1	8
O=C(O)Cn1c(SCc2ccccc2)nc2ccccc21	-1	-10

Grouped by structure, the entries above containing a COOH group.
SMILES	Cneo AK release	PGC1a acetyl inh
O=C(O)COc1ccccc1Cc1ccccc1	-23	1
O=C(O)Cn1c(SCc2ccccc2)nc2ccccc21	-1	-10

More compounds follow.
SMILES	Cneo AK release	PGC1a acetyl inh
CC(=O)N(CC(=O)O)c1ccccc1C(=O)O	-1	38
O=C(OCc1nnc(-c2ccccc2)o1)c1ccc2c(c1)C(=O)N(CCc1ccccc1)C2=O	1	-7
Cc1ccc(CNc2oc(C)nc2C#N)cc1	0	-5
CCN1CCCC1Cn1cnc2c([nH]c3ccc(C)cc32)c1=O (centres undefined)	1	4
CCC(Sc1nc2n[nH]c(C)c2c(=N)n1-c1cccc(Cl)c1C)C(=O)N(CC)CC (centres undefined)	3	-13
CC(C)C1Nc2ccc(S(N)(=O)=O)cc2C2C=CCC21 (centres undefined)	-2	5
CN(C)CCNc1oc(COc2ccc(Cl)cc2)nc1C#N	-1	-4
CNC(=S)N(CCc1ccc(OC)c(OC)c1)C1CC(=O)N(c2ccccc2)C1=O (centres undefined)	-1	1
O=S(=O)(NCC1OCCc2ccccc21)c1ccccc1 (centres undefined)	-2	3
CC1CC(C(F)F)n2nc(C(=O)Nc3sc4c(c3C#N)CCC(C(C)(C)C)C4)nc2N1 (centres undefined)	1	-21
COc1ccc(OC)c(/C(O)=C/C(=O)C(=O)Nc2cc(C)cc(C)c2)c1	-1	-7
COc1cccc(C(O)CC(N)=O)c1 (centres undefined)	1	-2
COc1ccc(CC(NC(C)=O)C(=O)NC2CCN(C(=O)Nc3ccc(Cl)cc3)CC2)cc1OC (centres undefined)	-3	-5
Cc1ccc(C(=O)N2CCN(c3cc(=O)[nH]nc3-c3ccccc3)CC2)cc1	0	12
CC1(C)Oc2ccc(C(=O)N3CCc4ccccc43)cc2N(CC(=O)N2CCCC2)C1=O	0	0
COc1ccccc1OCCSc1nnc(C)n1-c1ccccc1	0	-2
Cc1cc(=O)oc(C)c1C(=O)OCC(=O)c1ccc(Br)cc1	0	5
COc1ccc(NC(=O)CSc2nnc(-c3ccoc3C)n2CC2CCCO2)cc1 (centres undefined)	-1	3
Cc1cc2c(s1)CCCCC(=O)N2	-1	-1
c1csc(-c2ccc3ccccc3n2)c1	-1	8
Cc1c(C(=O)NCCCN2CCCC2=O)oc2ccccc12	0	-6
Cc1ccccc1NC(=O)N1CCCC1C(=O)NCc1cccs1 (centres undefined)	1	-12
CC(C)N(C#N)c1nc(N2CCOCC2)nc(N2CCOCC2)n1	-1	6
Cc1cccc(CCNC(=O)CCc2c(C)nc3ncnn3c2C)c1	-1	-12
Cc1nn2cc(-c3ccc(-c4ccccc4)cc3)nc2s1	-4	-14
CCOc1ccccc1OCCCOc1ccc([N+](=O)[O-])cc1Cl	0	-11
CCOC(=O)Cc1c(C)nc2c(C#N)c(C)nn2c1C	-1	-3
Cc1cc(-c2ccco2)n2c(nc3ccccc32)c1C#N	2	53
Cc1cc(C)c2c(c1)SC1=NC(c3ccccc3)(C(F)(F)F)NC(=O)N12 (centres undefined)	-1	-13
COc1ccc(C(=O)/C=C(/C)N(C)C)cc1	-1	-25
COC(=O)C(Cc1ccccc1)NC(=O)COc1ccc(C(C)(C)C)cc1 (centres undefined)	0	-5
Cc1cc2cc(CN(Cc3ccco3)C(=O)NCc3ccccc3)c(=O)[nH]c2cc1C	1	-6
COc1ccc(OC)c2[nH]c(=O)c(CCNC(=O)C3CCCCC3)cc12	2	-17
CC1CN(c2ncnc3c2oc2ccccc23)CC(C)O1 (centres undefined)	2	-8
O=C(COC(=O)c1cnccn1)NCCc1ccccc1	1	-4
Cc1nnc(SCc2cccc(CSc3nnc(C)s3)c2)s1	-1	1
Cc1ccccc1OCC(=O)Nc1ccc(N2CCN(S(C)(=O)=O)CC2)cc1	-1	1
CCc1nnc(NC(=O)c2ccc3c(c2)C(=O)N(C(C)(C)C)C3=O)s1	-2	-2
CCS(=O)(=O)Nc1ccc(Cc2ccncc2)cc1	-2	2
O=C(CCCn1c(=O)oc2ccccc21)Nc1cccnc1	0	20
Cc1ccc(C(=O)CSc2nc(C)cc(SCc3nnc(-c4ccccc4)o3)n2)cc1	0	-11
N#Cc1c2n(c3c(=O)n(CC(=O)c4ccc(Br)cc4)cnc13)CCCC2	0	-12
Cn1nc(C(F)(F)F)c2cc(NC(=O)OCc3ccc(C(C)(C)C)cc3)sc21	0	2
CC(C)[C@@H]1NC(=O)N(c2ccc(Oc3ccccc3)cc2)C1=O	1	9
CN(C)CCCn1c(N)c(C#N)c2nc(C#N)c(C#N)nc21	-1	3
Nc1nc2ccccc2n1/N=C/c1cccnc1	-2	14
N#Cc1c(-c2ccc(Cl)cc2)ccn2nc(C3CCCCC3)nc12	5	11
CCOC(=O)N1CCN(S(=O)(=O)c2ccc(OCC)c3ccccc23)CC1	-1	-22
C=C(C)CSc1nc2c(cc1C#N)CCC2	1	1
COc1ccc(CN2CC(C(=O)NCCCN3CCN(C)CC3)CC2=O)cc1 (centres undefined)	2	5
Other structures
SMILES	Cneo AK release	PGC1a acetyl inh
CN(C)c1ccc(N/C=C/C(=O)c2ccccc2)cc1	-1	9
CC(=O)OC(C(=O)NCc1ccc2c(c1)OCO2)c1ccccc1Cl (centres undefined)	0	3
COC(C(=O)Nc1ccc(F)cc1F)c1ccccc1 (centres undefined)	1	8
Cc1cccc(/C(N)=N/OC(=O)N2c3ccccc3Sc3ccccc32)c1	-1	-2
CCN1C=C(Cc2ccc(F)cc2)C2=C(C1)C(c1ccc(F)cc1)C(C#N)=C(N)O2 (centres undefined)	1	-1
CSc1nc(Oc2ccc(=O)[nH]n2)nc(N(C)C)n1	3	11
COC(=O)c1ccc(C(=O)OCCCc2nc3ccc(N)cc3[nH]2)cc1	-4	7
N#Cc1nc(COc2ccccc2F)oc1NCCc1ccccc1	0	0
Cc1ccc(N(C(=O)CC2NC(=O)NC2=O)C2(C(=O)NC3CCCC3)CCCCC2)cc1 (centres undefined)	5	5
O=C(N/N=C/c1ccc(OC(=O)c2ccccc2Cl)cc1)c1ccccn1	-1	9
O=C(NCCN1CCN(C(=O)C(c2ccccc2)c2ccccc2)CC1)C(=O)Nc1ccccc1	4	36
CC1CN(Cc2nc3c(c(=O)n(C)c(=O)n3C)n2CCc2ccccc2)CC(C)O1 (centres undefined)	0	-6
CC(C)(C)n1nnnc1C(c1ccc(F)cc1)N(Cc1ccc(F)cc1)Cc1ccco1 (centres undefined)	-2	-48
Cc1c(NC(=O)CSc2cccc3cccnc23)c(=O)n(-c2ccccc2)n1C	-4	-9
CCCCc1n[nH]c2c1/C(=N/O)CC(c1ccccc1)C2 (centres undefined)	-2	-17
COc1cc(C(=O)N2CCC(c3nc(-c4cccnc4)no3)CC2)cc(OC)c1OC	5	0

The list is partial; rates above refer to the full screens.
